D2 antagonist = antagonizes the human D2 dopamine receptor | P14416 | HEK293 TREx D2 cells, calcium flux, dopamine EC80 | inhibition, % at 10 µM | hit rate 2% among 340,000 | AID 485344; in the data active means inhibition above about 30%; further: 0% is about no effect
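Inhibition of EC80 dopamine-driven calcium flux, recorded kinetically, defines activity here; cells are a tetracycline-induced HEK293 T-REx line expressing force-coupled D2.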
D2 ag = agonists of human D2 dopamine receptor | hit rate 0.53% among 340,000 | activation, % at 2 µM | P14416 | HEK293 T-REx D2 cells, calcium flux agonist mode;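 active means activation over 3 SD above normal in the single-dose calcium agonist read, cut at about 30% in these data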; further: 0% is about no effect
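Agonism is scored from calcium flux in a force-coupled, inducible HEK293 cell line expressing D2, read kinetically for 180 s after compound addition against dopamine controls.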
TRHR PAM = allosteric enhancers of human TRH receptor; P34981; TRHR cells, fluo-8 calcium fluorescence, EC20 TRH enhancement; enhancement, % at 2 µM; hit rate 0.66% among 360,000; AID 493056; in the data active means enhancement above about 30%; further: 0% is about no effect
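Enhancer read-out: after compound pinning and an initial kinetic agonist-mode read, an EC20 of TRH (10 nM final) was injected and fluo-8 calcium signal (Ex 480/Em 530) followed at 1 s/cycle for 100 cycles in TRHR-expressing cells.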
TRHR agonist = activates the human TRH receptor; P34981; TRHR cells, calcium flux fluo-8, FDSS agonist mode; activation, % at 2 µM; hit rate 0.18% among 360,000; AID 493084; in the data active means activation above about 30%; further: 0% is about no effect
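Fluo-8-loaded TRHR cells; 10 s baseline, compound added, kinetic Ca2+ fluorescence read 1/s, agonist mode.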
IDH1 R132H inh = human IDH1 R132H inhibition; IDH1-R132H enzyme, NADPH consumption, diaphorase/resazurin fluorescence; Potency, µM (series often up to 76.6 µM), without a hit: at the top dose activity change, negative = inhibition, usual class: inhibitors; hit rate 0.093% among 390,000; further: potency means the concentration at half of the fitted maximal effect; on the % scale 0 is the no-effect control and ±100 the full control effect; nearly all actives have a fitted effect of over 65% in size
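IDH1-R132H (0.5 ug/mL) preincubated 30 min with compound, then NADPH (0.016 mM) and alpha-KG (2 mM) added; 80 min at RT, pH 7.5. Remaining NADPH coupled via diaphorase/resazurin to fluorescence (540/590 nm); concentration-response curves normalized to no-enzyme control.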
Pin1 inhibitor = human Pin1 inhibition | Q13526 | Pin1 FP peptide displacement, HiFluor488, 10 min | Potency, µM (doses to about 115 µM), for the others: at the highest dose activity, negative = inhibition, usual class: inhibitors | hit rate 0.009% among 390,000; active means well fitted inhibition curve with a large enough effect in the polarisation, with a control signal flat, not every such curve was filed as active; inconclusive means small, poorly fitted or top-dose-only effect, or effect the other way, or a change in a side signal; inactive means no such curve, though single readings can be large or run the other way; the % refers to the polarisation; further: potency means the concentration at half of the fitted maximal effect; on the % scale 0 is the no-effect control and ±100 the full control effect
Target sequence (Q13526 whole entry, looked up): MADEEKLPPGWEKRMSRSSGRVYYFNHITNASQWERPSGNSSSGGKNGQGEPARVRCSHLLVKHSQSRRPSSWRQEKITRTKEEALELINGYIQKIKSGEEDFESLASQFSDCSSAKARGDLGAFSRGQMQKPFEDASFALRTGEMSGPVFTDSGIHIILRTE
USP1-UAF1 inh = USP1/UAF1 (human) deubiquitinase inhibition | O94782 | recombinant USP1/UAF1, Ub-Rhodamine cleavage fluorescence | Potency, µM (top dose mostly 57.1 µM), without a hit: top-dose activity change, negative = inhibition, actives largely listed as inhibitors | hit rate 0.23% among 390,000; further: potency means the concentration at half of the fitted maximal effect; on the % scale 0 is the no-effect control and ±100 the full control effect; nearly all actives have a fitted effect of over 60% in size; inactives centre near -12
Target sequence (O94782 whole entry, looked up): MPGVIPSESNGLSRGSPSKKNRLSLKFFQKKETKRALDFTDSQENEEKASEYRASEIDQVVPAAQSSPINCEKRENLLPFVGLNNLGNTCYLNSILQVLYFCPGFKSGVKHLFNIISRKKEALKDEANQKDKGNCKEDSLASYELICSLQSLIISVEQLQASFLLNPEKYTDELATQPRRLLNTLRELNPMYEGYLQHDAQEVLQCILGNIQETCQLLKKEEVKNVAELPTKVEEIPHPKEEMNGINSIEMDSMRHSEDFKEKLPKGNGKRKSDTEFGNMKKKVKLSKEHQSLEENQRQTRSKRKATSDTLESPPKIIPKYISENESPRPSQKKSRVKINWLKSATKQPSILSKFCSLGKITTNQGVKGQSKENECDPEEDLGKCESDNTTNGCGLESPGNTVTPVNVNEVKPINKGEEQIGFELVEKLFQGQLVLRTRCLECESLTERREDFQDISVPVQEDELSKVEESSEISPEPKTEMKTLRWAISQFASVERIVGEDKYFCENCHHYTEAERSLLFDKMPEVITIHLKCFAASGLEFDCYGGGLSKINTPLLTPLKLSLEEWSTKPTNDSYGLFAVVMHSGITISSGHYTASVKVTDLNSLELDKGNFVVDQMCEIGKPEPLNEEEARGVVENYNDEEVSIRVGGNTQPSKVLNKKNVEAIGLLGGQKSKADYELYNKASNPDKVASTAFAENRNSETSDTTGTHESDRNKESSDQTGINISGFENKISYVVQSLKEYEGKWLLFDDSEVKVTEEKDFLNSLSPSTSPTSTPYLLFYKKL
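USP1/UAF1 complex at 1 nM was preincubated with compound for 15 min at room temperature, then Ub-Rho substrate (150nM final) was added. Fluorescence (480/540 nm) was read kinetically, 6 reads every 60 seconds.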
TrxR1 substrate = is turned over as a substrate by rat TrxR1 | O89049 | purified TrxR1 substrate turnover, NADPH consumption readout | hit rate 0.01% among 390,000 | Potency, µM (top dose mostly 114 µM), without a hit: at the highest dose activity change, negative = substrate turnover; further: potency means the concentration at half of the fitted maximal effect; on the % scale 0 is the no-effect control and ±100 the full control effect; nearly all actives have a fitted effect of over 50% in size
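Rat TrxR1, dispensed at 90 nM, was prereduced with 400 uM NADPH (final) for 5 min at ~22 deg C, then incubated with compound 15 min before 400 uM selenite. A first-read NADPH fluorescence drop versus no-compound background flagged substrates.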
rTrxR1 inhibitor = rat TrxR1 inhibition. O89049. recombinant rTrxR1, NADPH fluorescence consumption, selenite substrate. Potency, µM (top dose mostly 114 µM), for the others: top-dose activity change, negative = inhibition, usual class: inhibitors. hit rate 1% among 390,000. AID 588453; further: potency means the concentration at half of the fitted maximal effect; on the % scale 0 is the no-effect control and ±100 the full control effect; nearly all actives have a fitted effect of over 65% in size
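Rat TrxR1 (90 nM in the dispensed reagent) was pre-reduced with 400 uM NADPH for 5 min at room temperature, then incubated with compound for 15 min. After 400 uM selenite was added, NADPH fluorescence (Ex 340/Em 450 nm) was followed for 8 min.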
* = called active by the depositor; u = inconclusive; x = no result given; [ ] = another dose, or the depositor's remark. Unless noted, the call rests on the fitted dose curve; in most records, active means well fitted inhibition curve with a large enough effect; inconclusive means small, poorly fitted or top-dose-only effect; inactive means no such curve, though single readings can be large or run the other way.

Sequence of screens: D2 antagonist, D2 ag, TRHR PAM, TRHR agonist, IDH1 R132H inh, Pin1 inhibitor, USP1-UAF1 inh, TrxR1 substrate, rTrxR1 inhibitor
CC(C)C1CC(CCN)(c2ccccc2)CCO1 (centres undefined)
  0, -1.5, 9, 0.1, 10%, -2%, -8%, 0%, 0%
C=CCn1c(-c2ccccc2)nc(=S)c2c1CCCC2
  6, 0.0, -2, -0.7, 5%, 1%, u, 7%[57.1 µM], 13%[11.4 µM]
Cc1ccc(N2CCn3c2nc2c3c(=O)n(CCCc3ccccc3)c(=O)n2C)cc1
  x, -0.9, 15, -0.4, 0%, 3%, 3%, -9%, 5%
CC12CCC(=O)N1C(C(=O)Nc1ccc(SC(F)F)cc1)CS2 (centres undefined)
  1, 0.1, -5, 0.0, 0%, -1%, -13%, 4%[57.1 µM], 6%[57.1 µM]
C(=N\N1CCN(c2ccccn2)CC1)/C1=C(N2CCOCC2)C(=C/c2ccccc2)/CC1
  -15, 26, -2, 3.1, 7%, 5%, -20%, 0%, 8%
O=C(NCCO)C(c1ccccc1)c1ccccc1
  16, -0.6, 2, 0.1, -1%, -2%, -15%, 9%[57.1 µM], 12%
COc1ccccc1N1CCN(C(=O)CCNS(=O)(=O)c2ccc(Br)s2)CC1
  4, 0.9, 2, -1.1, 3%, -6%, -14%, 8%[57.1 µM], 14%[57.1 µM]
CCN1CCN(S(=O)(=O)c2ccc(Oc3ccccc3OC)cc2)CC1
  -22, -0.3, -3, 1.0, 20%, 5%, 1%, 8%[57.1 µM], 4%[57.1 µM]
CCN(CC)CCCN=Cc1c(O)n(Cc2ccccc2)c(=O)c2ccccc12
  0, 0.2, -6, -0.4, 0%, -1%, -22%, 11%[57.1 µM], 16%[57.1 µM]
COc1ccc(-c2cc(C(F)(F)F)nc(SCCC(=O)Nc3ccc(O)cc3)n2)cc1
  x, -0.5, 3, -0.3, -14%, 3%, -12%, -2%, 6%
COc1ccc(OC)c(-c2csc(NC(=O)CSc3ccc(Br)cc3)n2)c1
  5, -0.4, -5, 0.7, 3%, 2%, -25%, 2%, 8%
CCNc1nc(NCC)n2c(SCC(=O)Nc3ccc(C)cc3Br)nnc2n1
  x, x, x, x, 1%, 5%, 6%, 2%, 7%
CCC(C)(C)NC(=O)C1CCC(CNS(=O)(=O)c2ccc3c(c2)CC(C)N3C(C)=O)CC1 (centres undefined)
  x, 0.7, 3, 0.1, -8%, -12%, 4%, 8%, 25%
CCOc1ccc(NC(=O)Nc2nc(SCC)ns2)cc1
  10, 1.2, -7, 1.7, 4%, 2%, -22%, 8%, 22%
CCOC(=O)c1c(N)sc(C(O)(C(F)(F)F)C(F)(F)F)c1-c1ccc(Cl)cc1
  -8, 2.9, 4, 1.8, 1%, -3%, -15%, -6%, 9%
CCOCCCNC(=O)C(C)NS(=O)(=O)c1ccc(C)cc1 (centres undefined)
  4, 0.6, -9, -0.5, -7%, -3%, -13%, 4%, 17%
c1ccc(COc2cncc(-c3cccnc3)c2)cc1
  x, x, 4, 0.0, -4%, -14%, 14%, -8%, -2%
COc1ccc(NS(=O)(=O)c2cc(NC(=O)C3=NN(c4ccccc4)C(=O)CC3)ccc2C)cc1
  x, x, x, x, 3%, 4%, -6%, -3%, 3%
N=C1C(c2ccccc2)=C(O)CN1c1cccc(O)c1
  -19, 0.8, -2, 0.4, 9%, -4%, -12%, 5%[57.1 µM], 18%[57.1 µM]
CC(NC(=O)CCc1ccc(S(=O)(=O)NC2CCCCC2)cc1)c1ccccc1 (centres undefined)
  17, 0.2, -2, -0.9, -1%, 2%, -6%, -2%[57.1 µM], 1%[57.1 µM]

Record cards, from the list above. Screens in order: D2 antagonist, D2 ag, TRHR PAM, TRHR agonist, IDH1 R132H inh, Pin1 inhibitor, USP1-UAF1 inh, TrxR1 substrate, rTrxR1 inhibitor
Results for `CC(NC(=O)CCc1ccc(S(=O)(=O)NC2CCCCC2)cc1)c1ccccc1` (centres undefined) → 17, 0.2, -2, -0.9, -1%, 2%, -6%, -2%[57.1 µM], 1%[57.1 µM]
Results for `Cc1ccc(N2CCn3c2nc2c3c(=O)n(CCCc3ccccc3)c(=O)n2C)cc1` → x, -0.9, 15, -0.4, 0%, 3%, 3%, -9%, 5%
Results for `CCN1CCN(S(=O)(=O)c2ccc(Oc3ccccc3OC)cc2)CC1` → -22, -0.3, -3, 1.0, 20%, 5%, 1%, 8%[57.1 µM], 4%[57.1 µM]

More entries follow:
Sequence of screens: D2 antagonist, D2 ag, TRHR PAM, TRHR agonist, IDH1 R132H inh, Pin1 inhibitor, USP1-UAF1 inh, TrxR1 substrate, rTrxR1 inhibitor
Cc1c(C(=O)OCC(=O)Nc2c(C)n(C)n(-c3ccccc3)c2=O)oc2ccccc12
  -8, 0.6, -6, -0.4, 0%, 0%, 9%, -2%, 4%[57.1 µM]
CCN(CC)S(=O)(=O)c1ccc2oc(SCc3ccc(F)cc3)nc2c1
  -5, -1.4, -1, -1.7, 1%, -4%, -5%, -6%, -1%
Cc1cccc(NC(=O)CSc2nsc(SCC(=O)Nc3cccc(C)c3)c2C#N)c1
  -3, -3.1, -2, 0.7, 0%, 44%[activator], -24%, -10%, -17%
CN(C)CCCn1c2c(c(SCC(=O)Nc3cccc4ccccc34)nc1=O)CCCC2
  4, 0.2, -6, 0.2, 4%, 4%, -17%, 2%, -9%
Cc1ccc(COC(=O)c2ccc(-c3nnn(Cc4ccc(C)cc4)n3)cc2)cc1
  x, x, 1, 2.2, -7%, -10%, -20%, 0%, 16%
O=C(OCN1C(=O)C(=O)c2ccccc21)c1ccc(Cl)cc1
  -11, 1.2, -2, 1.0, 2%, 0%, -24%, 1%, 6%
O=C(COc1ccc([N+](=O)[O-])cc1)NCC(c1cccs1)N1CCOCC1 (centres undefined)
  -8, 0.2, -6, 0.2, 7%, -1%, -10%, -2%, -4%
O=C(NCCc1ccc(Cl)cc1)C1CCN(C(=O)N2CCOc3ccccc32)CC1
  13, 0.2, -16, 0.5, 1%, 0%, 2%, 4%[57.1 µM], 7%[57.1 µM]
C=CCNc1cc(N2CCCC2)ccc1[N+](=O)[O-]
  x, x, 4, 2.3, 8%, -7%, -28%, -2%, 1%
CN1CCOCCOCCN(C)C(=O)N2CCOCCOCCN(CCOCC2)C1=O
  3, -0.7, 1, 0.6, 1%, -3%, -3%, 6%, 16%
COCCCNC(=S)N1CCC(C(=O)c2ccc3c(c2)OCCO3)CC1
  0, 0.9, 2, -2.1, -7%, 0%, 8%, -11%, -15%
COC(=O)c1sccc1S(=O)(=O)NCc1ccc(S(N)(=O)=O)cc1
  1, 1.4, 3, 0.4, 7%, -4%, -3%, -1%, 6%
CCn1c(=O)c2cc(C(=O)N3CCN(C(=O)c4ccco4)CC3)sc2c2ccccc21
  -25, 1.0, 15, -1.8, x, x, x, x, x
CCC(c1nnc(SCC(=O)Nc2cc(S(C)(=O)=O)ccc2Cl)n1Cc1ccccc1)N(C)C (centres undefined)
  -10, 0.7, -1, 0.1, 9%, -1%, -15%, -8%, -16%
Cc1cccc(NS(=O)(=O)c2ccc(C)c(C(=O)N(C)C)c2)c1
  x, x, -2, 0.2, -10%, -4%, -14%, 5%, 11%
Cc1ccc(/C=N/NC(=O)c2c(C)nc3ccc(Br)cn23)cc1
  x, x, 7, 0.1, -2%, 5%, -20%, 3%, 16%
O=C(/C=C\Nc1ccc2c(c1)OCO2)c1ccccn1
  x, x, x, x, 5%, 17%, -16%, 24%, 30%
Cn1c(=O)[nH]c(=O)c2c1nc(SCCO)n2Cc1ccccc1Cl
  6, 0.0, 1, 0.3, 9%, 5%, -20%, 7%[57.1 µM], 7%[57.1 µM]
CCCCn1c(N)c(N(CCC(C)C)C(=O)c2ccc([N+](=O)[O-])o2)c(=O)[nH]c1=O
  -10, 1.2, -9, 0.4, 3%, 4%, -17%, -11%, u
CCc1ccc(C(=O)c2cncc(Br)c2)cc1
  17, 0.7, -4, -0.4, -1%, -4%, -26%, 4%[57.1 µM], 5%[57.1 µM]
O=C(CCl)Nc1ccc(S(=O)(=O)Nc2nccs2)cc1
  -6, -0.1, -2, 0.4, 5%, -11%, -15%, 6%, u
CCCCOc1ccc(CONS(=O)(=O)c2ccc(NC(C)=O)cc2)cc1Cl
  -10, 2.5, 2, 1.6, -4%, u, -10%, -11%, 12%
Cc1cc(C)c2c(CC(=O)Nc3nnc(CC(C)C)s3)coc2c1
  x, 1.5, 1, 0.8, -10%, 4%, -22%, -4%, 10%
CCOC(=O)COc1ccc(S(=O)(=O)NCCC2=CCCCC2)cc1
  14, 0.4, 9, 0.2, 1%, 2%, -8%, -2%, 5%
CCN(Cc1ccc(OC)c(COC)c1)CC1CCCN(CCc2cccc(F)c2)C1 (centres undefined)
  10, -1.1, -7, -0.1, 6%, 2%, -8%, 6%, 8%
COc1ccc(OC)c(NC(=O)CS(=O)(=O)c2cn(CC(=O)N3CCOCC3)c3ccccc23)c1
  5, 0.0, 12, 0.4, 0%, -5%, -19%, 2%, -3%
CCN(c1ccccc1)S(=O)(=O)c1ccc(C(=O)Nc2nnc(CSC)o2)cc1
  -5, -2.0, -2, -0.1, -5%, -13%, -22%, 1%, 21%
O=C(NCc1ccc(F)cc1)C1CCCN1C(=O)Nc1ccc(F)cc1 (centres undefined)
  -3, 1.8, -2, 0.1, -1%, 0%, 1%, 0%, 7%
CC1=Nc2cccc3cccc(c23)N1
  -1, 0.3, 5, 0.0, 12%, -2%, -20%, 4%, u
CCCCC(=O)Nc1cccc(-c2ccc3nncn3n2)c1
  x, x, -6, -1.1, 10%, -2%, -20%, 2%, 15%

Compound activity as filed in PubChem BioAssay.

An excerpt (hit frequency here may not be typical).
